Assay outcomes deposited in PubChem BioAssay by several laboratories.
RT RNaseH block: HIV-1 RT RNase H inhibitors, primary screen, biochemical, fluorescence; RT-RNase H RNA/DNA duplex cleavage; hit rate 1.9% among 65,000; inhibition, % at 10 µM; AID 565, 2006; Gag-Pol polyprotein (Human immunodeficiency virus type 1 group M subtype B (isolate …; in the data active = inhibition above about 50%
RmlCD inh mix: RmlC and RmlD coupled enzyme inhibitors, primary screen, biochemical, 384-well, compound mixtures, retest; inhibition, % at 5.5 µM; RmlC/RmlD coupled enzyme inhibition, 384-well mixture HTS; AID 1532, 2009; hit rate 0.39% among 110,000; in the data active = inhibition above about 30%, passing the limit was not always enough; inconclusive = no clear call, values can overlap the other calls; also: strong numbers were not always called active
Starred values were filed as active, the others as inactive; ? = inconclusive; · = no result given.

Values run as follows: RT RNaseH block	RmlCD inh mix
- Cc1ccccc1S(=O)(=O)Cc1ccc(C(=O)NCc2cccnc2)o1
  0.5	-14.4
- CCn1c(CSc2nncn2-c2ccc(OC)cc2)nc2cc(S(=O)(=O)N(C)C)ccc21
  -5.3	50.9
- CC(c1ccccc1)C1C(C#N)=C(N)OC2=C1C(=O)CCC2 (stereo unspecified)
  19.6	-8.8
- COC(=O)c1ccc(S(=O)(=O)N2CCCCCC2)cc1
  -5.5	6.6
- COCCN(CCOC)C(=O)CC(=O)N(CCOC)CCOC
  ·	-8.7
- COc1cc(C2C(C#N)=C(N)Oc3cc(C)oc(=O)c32)cc2c1OCO2 (stereo unspecified)
  20.5	5.5
- Cc1nnc(SCCCOc2ccccc2)nc1C
  ·	10.6
- CCS(=O)(=O)N1Cc2ccccc2CC1C(=O)Nc1ccc(C)cc1 (stereo unspecified)
  ·	-10.7
- CCSc1nc2ccccc2c(=O)n1OCC(=O)OC
  ·	-0.1
- O=C(COC(=O)c1ccccc1NCc1ccco1)Nc1ccc2c(c1)OCO2
  ·	-32.1
- Cc1cccc(S(=O)(=O)c2c(N)n(/N=C/c3cccnc3)c3nc4ccccc4nc23)c1
  -11.4	-9.6
- Cc1cc(C)n(C(=O)CNc2ccccc2Cl)n1
  ·	-13.7
- O=C(NC12CC3CC(CC(C3)C1)C2)c1cccnc1
  -5.5	-4.5
- COc1ccccc1OCC(=O)Nc1sc2c(c1C(=O)NCC1CCCO1)CCC2 (stereo unspecified)
  ·	4.4
- COCCNC(=O)C1c2cc(OC)c(OC)cc2C(=O)N(C)C1c1cccnc1 (stereo unspecified)
  -4.3	-1.4
- COCCCN1C(=O)C(=O)/C(=C(/O)c2ccc(OC(C)C)c(C)c2)C1c1ccncc1 (stereo unspecified)
  2.5	-7.6
- Cc1cccc(NC(=S)NC(NC(=O)c2ccco2)C(Cl)(Cl)Cl)c1 (stereo unspecified)
  ·	7.4
- O=C(c1cc([N+](=O)[O-])ccc1N1CCCCC1)N1CCCCC1
  ·	8.6
- O=C1CC(c2cccc(Cl)c2)Cc2nc(N3CCN(c4ccccc4)CC3)ncc21 (stereo unspecified)
  3.1	-34.1
- COc1ccccc1NC(=O)c1oc2ccccc2c1NC(=O)c1cc(OC)c(OC)c(OC)c1
  28.2	·
- Cc1nccc2[nH]c(=O)c(C(=O)NC3CCCCC3C)cc12 (stereo unspecified)
  -7.2	-9.8
- CCn1c(SC)nnc1-c1c[nH]c2ccccc12
  -14.8	-4.4
- Cc1nc2cc(C(=O)OCC(=O)N(CC(C)C)C3CCS(=O)(=O)C3)ccc2n1-c1ccccc1 (stereo unspecified)
  -1.6	-6.6
- O=C(c1cc(Cl)c(=O)n(Cc2ccc(Cl)cc2)c1)N1CCOCC1
  ·	7.1
- Cc1ccc(CN2C(=O)[C@H]3Cc4c([nH]c5ccccc45)C(C)(C)N3C2=O)cc1
  ·	-6.7
- O=C(NCc1ccccc1)C1=C[C@H](c2coc3ccccc3c2=O)C[C@H](OCCCCO)O1
  ·	7.3
- O=C1/C(=C\c2ccc3ccccc3c2)CCCc2ccccc21
  ·	-8.1
- CCC1CCCCN1Cc1nc2c(c(=O)n(C)c(=O)n2C)n1Cc1cccc2ccccc12 (stereo unspecified)
  20.7	-11.7
- C[C@]12CC[C@@H]3c4ccc(O)cc4[C@@H](O)C[C@H]3[C@@H]1CC[C@@H]2O
  ·	4.7
- COc1cc(O)c(C(CC(=O)N2CCCCC2)c2cc(OC)c(OC)c(OC)c2)c(OC)c1 (stereo unspecified)
  ·	14.4
- CCOc1ccc2nc(NC(=O)C3CCN(S(=O)(=O)c4cnc[nH]4)CC3)sc2c1
  -8.8	-4.5
- COC(=O)CCS(=O)(=O)c1ccc(NC(C)=O)cc1
  ·	-32.3
- COc1ccc(NC(=O)CC(NCCc2ccccc2)C(=O)O)c(OC)c1 (stereo unspecified)
  -8.3	9.6
- CCCc1[nH]nc2c1C(c1ccc(OC)c(Cn3nc(C)c(Br)c3C)c1)C(C#N)=C(N)O2 (stereo unspecified)
  7.4	-57.8
- CNS(=O)(=O)c1ccc(C)cc1
  ·	9.7
- COc1ccc2[nH]c(=O)c(C(c3nnnn3C3CCCCC3)N3CCN(C)CC3)cc2c1 (stereo unspecified)
  0.8	11.1
- COc1ccc([N+](=O)[O-])cc1NC1CCCCC1
  ·	7.8
- Cc1ccccc1C(=O)c1cccn1CC(=O)NCC1CCCO1 (stereo unspecified)
  -21.0	-16.5
- CC1=C(C(=O)OCc2ccccc2)C(c2ccc(C(C)(C)C)cc2)NC(=O)N1CCCCCC(=O)O (stereo unspecified)
  ·	-10.3
- CCCCCc1cc(=O)oc2c(C(CCN3CCCC(C)C3)c3cc(OC)c(OC)c(OC)c3)c(OC)cc(OC)c12 (stereo unspecified)
  ·	5.5
- NS(=O)(=O)c1ccc(CCNC(=O)C2Cc3ccccc3CN2C(=O)c2ccco2)cc1 (stereo unspecified)
  ·	7.9
- C1=C(c2ccc(-c3ccccc3)cc2)Nc2ncnn2C1c1ccco1 (stereo unspecified)
  89.7*	12.5
- CCOC(=O)N1CCC(NC(=O)CCc2c(C)nc3nc(C)nn3c2C)CC1
  0.1	·
- COCCN(C(=O)CNC(=O)c1cccs1)C(C(=O)NC1CCCC1)c1cccs1 (stereo unspecified)
  -3.6	-14.9
- Cc1noc(C)c1COC(=O)c1ccccc1NC(=O)Cc1ccccc1
  -71.0	-17.0
- CCn1cnc2c(cnn2-c2ccccc2)c1=O
  ·	-14.2
- O=C(CSCC(=O)NCc1ccco1)NCc1ccco1
  -11.3	-9.2
- FC(F)(F)c1nnc(-c2ccccc2)nc1Sc1ccc(Cl)cc1
  ·	-8.6
- Cc1ccc(Cn2c(C(CO)Nc3nc(-c4ccc(Cl)c([N+](=O)[O-])c4)cs3)nc3ccccc32)cc1 (stereo unspecified)
  ·	6.8
- CC1(C)CC(=O)C(CC(=O)Nc2ccc(S(N)(=O)=O)cc2)=C(O)C1
  -15.9	-12.5
- CC(C)=CCc1c2c(c(O)c3c(=O)c4c(oc13)-c1cc(O)c(O)cc1OC4C=C(C)C)C=CC(C)(C)O2 (stereo unspecified)
  ·	-9.7
- COc1ccc(Br)cc1/C=c1\sc2nc(-c3ccco3)nn2c1=O
  73.2*	4.7
- COc1cccc2c1C(=O)c1ccc3ccccc3c1C2=O
  ·	-4.8
- Clc1ccccc1-c1nnn(Cc2ccc(-c3nn[nH]n3)cc2)n1
  -24.9	-11.2
- Nc1nc(SCc2ccc(Cl)cc2Cl)ns1
  ·	-12.1
- Cc1cc(C)n2c(SCc3cccs3)nnc2n1
  -21.9	12.3
- CCN(CC)S(=O)(=O)c1ccc(Nc2nc3ccccc3n3nnnc23)cc1
  -4.5	-28.2
- COc1ccc(C2C(C(=O)OCC(=O)N3CCCCC3)CCC(=O)N2c2ccc(OC)cc2)cc1 (stereo unspecified)
  -2.4	4.3
- O=S(=O)(NCC1CCCO1)c1ccc(S(=O)(=O)N2CCc3ccccc3C2)cc1 (stereo unspecified)
  -7.8	-12.6
- O=C(O)C1Cc2ccccc2CN1S(=O)(=O)c1ccc2ccccc2c1 (stereo unspecified)
  ·	13.6

Next part
Values run as follows: RT RNaseH block	RmlCD inh mix
- Clc1ccc(SCc2cn3cccnc3n2)cc1
  ·	10.4
- CN1C(C(=O)NCc2ccccc2)CC2Cn3c(nc4cc5ccccc5cc43)C21 (stereo unspecified)
  ·	-12.8
- CCOC(=O)C1=C(CSc2nncn2C)NC(=O)NC1c1cc(OCC)ccc1OCC (stereo unspecified)
  6.0	-5.3
- Cc1c(CCO)c(=O)[nH]n1C(=O)c1c(F)cccc1F
  ·	-7.9
- COc1cccc(NC(=O)CSc2ncnc3c2cnn3Cc2ccccc2)c1
  ·	-2.5
- CCn1c(CNc2ccc(Cl)cc2)nnc1SCc1ccccc1
  ·	7.2
- CCN(CC)c1ccc(NC(=O)CN2CCN(S(=O)(=O)c3cc(Cl)ccc3OC)CC2)cc1
  ·	-13.1
- O=S(=O)(Nc1ccc(S(=O)(=O)N2CCOCC2)cc1)c1ccccc1
  0.0	6.2
- CC(=O)Nc1ccc2nc(-c3ccncc3)[nH]c2c1
  ·	0.7
- Cc1ccc(S(=O)(=O)Nc2nsc(N)n2)cc1
  -4.5	13.1
- COc1ccc(N2CCN(S(=O)(=O)Cc3ccccc3)CC2)cc1
  ·	-5.0
- O=C(Nc1ccncc1)c1cccc(F)c1
  -7.8	-13.6
- CCCCOc1ccc(S(=O)(=O)NCc2csc(C)n2)cc1
  -9.1	4.8
- CCOC(=O)N1CCc2c(sc3nc4n(c(=O)c23)N=C(C)CS4)C1
  ·	2.1
- CCOC(=O)C1=C(C)OC(N)=C(C#N)C1c1c(C)nn(-c2ccccc2)c1Cl (stereo unspecified)
  7.0	4.9
- Cc1ccc(CN2C(=O)CSc3ccc(C(=O)NCCN4CCOCC4)cc32)cc1
  -14.5	-2.7
- Cc1ccc(N(C(=O)C2CCCC2)C2C=CS(=O)(=O)C2)cc1 (stereo unspecified)
  2.0	-4.6
- CCOCCOCN(C#N)c1nc(OC)nc(N(C)C)n1
  -1.4	?
- COc1cc2c(cc1NC(=O)CN(C)Cc1nc3ccccc3c(=O)[nH]1)oc1ccccc12
  -4.9	-24.0
- CC(NC(=O)C1CCCCC1)C(c1cccs1)N1CCN(C)CC1 (stereo unspecified)
  -5.0	-4.4

Some of these compounds in order of length of the SMILES, lowest first.
Values run as follows: RT RNaseH block	RmlCD inh mix
- Clc1ccc(SCc2cn3cccnc3n2)cc1
  ·	10.4
- CCn1c(CNc2ccc(Cl)cc2)nnc1SCc1ccccc1
  ·	7.2
- CCCCOc1ccc(S(=O)(=O)NCc2csc(C)n2)cc1
  -9.1	4.8
- O=S(=O)(Nc1ccc(S(=O)(=O)N2CCOCC2)cc1)c1ccccc1
  0.0	6.2
- Cc1ccc(CN2C(=O)CSc3ccc(C(=O)NCCN4CCOCC4)cc32)cc1
  -14.5	-2.7
- CN1C(C(=O)NCc2ccccc2)CC2Cn3c(nc4cc5ccccc5cc43)C21 (stereo unspecified)
  ·	-12.8
- COc1cc2c(cc1NC(=O)CN(C)Cc1nc3ccccc3c(=O)[nH]1)oc1ccccc12
  -4.9	-24.0

(more compounds)
Values run as follows: RT RNaseH block	RmlCD inh mix
- Cc1ccc(-c2nc(C3CCN(S(C)(=O)=O)CC3)no2)cc1
  -30.7	10.3
- CCNC(=S)NNC(=O)c1cc(C)on1
  ·	-7.3
- CCn1c(=O)n(Cc2ccco2)c(=N)c2c3c(sc21)COC(C)(C)C3
  ·	-12.1
- COc1cccc2sc(Nc3nnc(-c4ccc(F)cc4)o3)nc12
  ·	-8.4
- CCOC(=O)C1CCN(C(=O)Cn2cc(C(=O)c3ccco3)c3ccccc32)CC1
  4.4	11.7
- Cc1ccc(OCC(=O)N/N=C\c2cn(C)c3ccccc23)c([N+](=O)[O-])c1
  ·	-8.2
- O=c1c2cc3c(cc2[nH]c(=S)n1CCN1CCOCC1)OCO3
  -14.2	-7.6
- CCc1nc2ccccc2c(C(=O)OC2CCOC2=O)c1C (stereo unspecified)
  1.3	7.4
- Cc1ccc(C(=O)Nc2ccc(O)c(C(=O)O)c2)o1
  11.5	-63.3
- O=C1C(Cl)=C(N2CCOCC2)C(=O)N1c1ccccc1
  ·	-15.0
- CS(=O)(=O)NC1CCN(Cc2ccccc2)CC1
  -1.0	6.3
- Cc1occc1C(=O)NNC(=S)Nc1ccccc1
  ·	4.6
- O=C(CSc1ccc2c(c1)OCCO2)NCC1CCCO1 (stereo unspecified)
  5.3	0.5
- CCc1ccccc1OCC(=O)NC1CCCC1
  -8.6	8.2
- CCOC(=O)C1CCN(c2c(NCCN3CCN(c4ccccc4)CC3)c(=O)c2=O)CC1
  -8.0	-18.2
- CCC(=O)Nc1cccc(NC(=O)CSc2nnc(-c3ccc(NS(C)(=O)=O)cc3)n2C)c1
  -1.6	·
- COC(=O)[C@@H]1C[C@@]2(O)[C@H](O)[C@H](O)[C@H](O)C[C@H]2N1CC(c1ccccc1)c1ccccc1
  ·	-5.2
- CCCCNC(=O)c1ccc2c(c1)N(CC)C(=O)c1ccccc1S2(=O)=O
  -7.1	-2.1
- CCOc1ccc(C(=O)Nc2ccc(Cl)cn2)cc1Cl
  1.7	0.7
- OC(c1cccs1)(c1cccs1)C1C[N+]2(CF)CCC1CC2 (stereo unspecified)
  ·	5.8
- COc1ccc(CC(=O)N2CCOCC2)cc1OC
  -8.6	-7.8
- C(=C\c1ccccc1)/CSc1nnc(-c2cccnc2)n1Cc1ccco1
  -13.3	-148.8
- O=C(CSc1ccccc1)Nc1ccc(N2CCOCC2)cc1
  ·	24.6
- C=CCn1c(N)cc(=O)nc1SCC(=O)Nc1cccc2ccccc12
  ·	-15.6
- CN1CCN(C(=O)C2=C[C@@H](C3CC3)C[C@@H](OCc3ccc(CO)cc3)O2)CC1
  ·	-11.6
- COc1ccc(CCN2C(=NC(=O)CC(C)C)SC3CS(=O)(=O)CC32)cc1 (stereo unspecified)
  ·	-9.1
- CCNCCNC(=O)c1c(O)c2ccccc2n(CC)c1=O
  4.2	7.0
- O=S(=O)(c1ccc(OCC(O)CN2CCN(c3ccccc3O)CC2)cc1)N1CCOCC1 (stereo unspecified)
  7.8	-17.0
- CC(NC(=O)c1ccco1)c1cccc2ccccc12 (stereo unspecified)
  ·	-7.5
- CC(C)Cc1nc(N2CCCCC2)c(C#N)c2c1CCC2
  -6.8	-43.7
- CCN(C(=O)CSc1ncccc1C(=O)OC(C)C)c1cccc(C)c1
  ·	2.1
- CC(=O)Nc1ccc(C(=O)OCCC(C)C)cc1
  -6.2	1.4

Record cards, from the list above. Values in the order: RT RNaseH block	RmlCD inh mix
`O=S(=O)(c1ccc(OCC(O)CN2CCN(c3ccccc3O)CC2)cc1)N1CCOCC1` (stereo unspecified) in the list: 7.8	-17.0
`CCNCCNC(=O)c1c(O)c2ccccc2n(CC)c1=O` in the list: 4.2	7.0

This is a subset; rates above refer to the full screens.
